# High-throughput results as filed in PubChem BioAssay.
# TTR transcr act: TTR transcription activation, primary screen. 1.3% of 92,000 active. AID 1117267. SH-SY5Y TTR promoter Gaussia luciferase, luminescence; 100% = recombinant luciferase protein wells. activation, % at 16.7 µM;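 active = activation above the mean of all tested compounds plus 3 SD, cut at about 9.5% in these data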;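 also: cells exposed to compounds for one day before reading; 0% = median of all test compound wells on the plate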
# An asterisk follows results filed as active. This is a subset (hit frequency here may not be typical).
SMILES,TTR transcr act
Cc1cc(C)n(/N=C/c2c[nH]c3ccccc23)c(=O)c1C#N,-0.9
COc1ccc(NC(=S)N2CCN(C/C=C/c3ccccc3)CC2)cc1,-0.6
COc1ccc(CCNC(=O)c2ccc(CS(=O)(=O)c3ccc(Cl)cc3)o2)cc1OC,-4.5
CCN1CCN(CCNC(=O)Nc2ccc([N+](=O)[O-])cc2)CC1,0.6
CC1CN(CCCCN2C(=O)c3ccccc3C2=O)CC(C)O1 (stereo not drawn),0.1
Cc1c(N2C(=O)CSC2c2ccco2)c(=O)n(-c2ccccc2)n1C (stereo not drawn),-0.5
Cc1ccc(CNC(=O)C2CC(c3ccccc3[N+](=O)[O-])=NO2)cc1 (stereo not drawn),2.6
CN(CCCNC(=O)C1CCN(S(=O)(=O)c2cccc3nsnc23)CC1)Cc1ccccc1,0.7
O=C(C[n+]1ccccc1)N/N=C/c1ccccc1[N+](=O)[O-],0.9
CC(C)N1CCC1(C)C(=O)Nc1nc2ccccc2[nH]1 (stereo not drawn),8.0
CCn1cc(CN2CCc3c([nH]c4ccccc34)C2c2ccc(F)c(OC)c2)c(C)n1 (stereo not drawn),-0.3
CCOC(=O)C(=O)Nc1cccc(C(=O)OCC)c1,-0.5
O=C(NC(=S)Nc1ncccn1)c1ccccc1Br,-1.7
COc1ccc(C2CC3CN(C4CCCCC4)C(=O)C3N2C)cc1 (stereo not drawn),-0.7
O=C(O)c1cccc(Oc2ccc([N+](=O)[O-])cc2)c1,-0.6
Cc1ccc(S(=O)(=O)N2CCCN(S(=O)(=O)c3ccc(C(F)(F)F)cc3)CC2)cc1,6.0
CCC(c1nnnn1CCOC)N1CCN(Cc2ccccc2)CC1 (stereo not drawn),1.5
COc1cccc(-c2ncc3ccccc3c2COC(=O)c2ccccc2C(=O)O)c1,-1.7
Cc1cc(C)n2c(Nc3c(C)cccc3C)c(-c3ccccn3)nc2n1,1.7
CN(C(=O)c1cccc(NC(=O)Cc2ccc(NC(=O)C3CCN(C(=O)C4CCCCC4)CC3)cc2)c1)C1CCCCC1,-2.3
COc1ccc(NS(=O)(=O)c2cccc(C(=O)OCC(=O)Nc3cc(C)on3)c2)cc1,-2.6
CC(=O)Nc1ccc(NC(=O)c2ccc(OCc3c(C)noc3C)cc2)cc1,0.0
COc1ccc(CNC(=O)CC2C[C@H](C(=O)N3CCOCC3)[C@@]3(C)c4[nH]c5ccccc5c4CCN3C2=O)cc1OC (stereo partly drawn),-0.1
CC(C)C(NS(=O)(=O)c1cccc(C(F)(F)F)c1)C(=O)NCc1cccs1 (stereo not drawn),1.9
N#Cc1c(-c2ccco2)nc(NCC2CCCO2)[nH]c1=O (stereo not drawn),3.1
Cc1ccc2nc(-c3ccsc3)c(NC3CCCC3)n2c1,-0.1
Cc1cccc(N2CN=c3s/c(=C\c4ccccn4)c(=O)n3C2)c1,-1.8
CCN1CCN(C(=O)c2sc3nc(C)nc(N4CCC(C)CC4)c3c2C)CC1,4.7
O=c1oc2ccccc2c(NC2CCCCC2)c1NS(=O)(=O)c1ccc(F)cc1,0.3
CC(=O)NCCc1ccc(C(=O)COC(=O)C2CCCCC2)cc1,1.1
Cc1onc(NC(=O)c2ccc([N+](=O)[O-])o2)c1Br,3.4
COCCn1c(C)cc(C(=O)COC(=O)c2cncc(Br)c2)c1C,-1.1
COc1cccc(C(C(=O)NC(C)(C)C)N(C(=O)CCC(=O)Nc2cc(C)on2)C2CC2)c1OC (stereo not drawn),-2.1
Cc1cccn2c(=O)c3cc(C(=O)N4c5ccccc5CC4C)n(C)c3nc12 (stereo not drawn),-1.3
CC1CN(CC(=O)Nc2nc(-c3ccc(Cl)cc3)cs2)CC(C)O1 (stereo not drawn),-3.1
COc1ccc(C(=O)Nc2nnc(-c3cccs3)s2)cc1,-5.9
COC(=O)c1ccc(C(=O)OC)c(NS(C)(=O)=O)c1,0.7
COc1ccc(NC(C)=O)cc1C,4.5
Cc1ccccc1NS(=O)(=O)c1ccc(C2CNC(=O)C2)cc1 (stereo not drawn),0.3
Cc1cccc(C)c1-n1nnnc1C1(C)CCC(=O)N1Cc1ccco1 (stereo not drawn),0.8
C=CCn1c(O)c(N=NC(=S)Nc2ccc(OC)c(Cl)c2)c2ccccc21,-2.8
O=C(COC(=O)c1ccccc1C(=O)OCC(=O)NCCc1c[nH]c2ccccc12)NCCc1c[nH]c2ccccc12,0.1
CCOc1ccc(C(NC(=O)/C=C/c2ccco2)c2ccc(OC)c(OC)c2)cc1 (stereo not drawn),-0.5
CCOC(=O)CSc1nc(C2CC2)cc(-c2ccc(Cl)cc2)c1C#N,-0.6
COC(OC)c1ccnc(-c2ccc(OC(=O)c3ccccc3)cc2)n1,1.7
CCc1ccc([C@H]2[C@@H]3C(=O)C[C@@H]4C(=O)N(Cc5ccccc5)C(=O)[C@@H]4[C@@H]3CN2S(=O)(=O)c2ccc(C)cc2)cc1,3.0
Cc1ccc(S(=O)(=O)N2CCN(C(=O)CN3CCCC3)C2)cc1,1.2
Cc1ncn2cc(-c3ccc(Cl)cc3Cl)[nH]c(=O)c12,1.9
C=C(C)c1cccc(C(C)(C)NC(=O)N2CCOCC2)c1,-0.2
Nc1cccc2c(=O)c3ccccc3[nH]c12,-0.7
CC1(C)Cc2c(sc(N)c2C#N)C(C)(C)N1,0.2
Cc1noc(C)c1-c1ccc(C(=O)NCc2ccco2)c2occc12,2.6
COc1ccc(-c2cc(NC(C)=O)c3ncc(-c4ccccc4)n3c2)cc1OC,-2.1
CCc1c(C(=O)Nc2ccc(S(=O)(=O)N3CCOCC3)cc2)csc1C,-1.7
CCOC(=O)c1[nH]c2ccccc2c1NC(=O)CC(C)C,2.0
COC(=O)C1(c2ccccc2)NC(c2cccs2)C2C(=O)N(c3ccccc3)C(=O)C21 (stereo not drawn),-6.8
COc1ccccc1Nc1nc(-c2ccc3c(c2)NC(=O)CO3)cs1,-4.4
COc1ccc([C@H]2CC(=O)C[C@@H](CCn3ccnn3)O2)cc1,2.6
Cc1nc2nc(CC(=O)O)[nH]n2c(=O)c1[N+](=O)[O-],-0.6
CCOC(=O)C(=O)N(Nc1ccc(C)cc1)c1ccc(C)cc1,3.4

# An excerpt from above in order of SMILES length, falling.
SMILES,TTR transcr act
CCc1ccc([C@H]2[C@@H]3C(=O)C[C@@H]4C(=O)N(Cc5ccccc5)C(=O)[C@@H]4[C@@H]3CN2S(=O)(=O)c2ccc(C)cc2)cc1,3.0
O=C(COC(=O)c1ccccc1C(=O)OCC(=O)NCCc1c[nH]c2ccccc12)NCCc1c[nH]c2ccccc12,0.1
COC(=O)C1(c2ccccc2)NC(c2cccs2)C2C(=O)N(c3ccccc3)C(=O)C21 (stereo not drawn),-6.8
CCOc1ccc(C(NC(=O)/C=C/c2ccco2)c2ccc(OC)c(OC)c2)cc1 (stereo not drawn),-0.5
COc1ccc(-c2cc(NC(C)=O)c3ncc(-c4ccccc4)n3c2)cc1OC,-2.1
C=CCn1c(O)c(N=NC(=S)Nc2ccc(OC)c(Cl)c2)c2ccccc21,-2.8
CCc1c(C(=O)Nc2ccc(S(=O)(=O)N3CCOCC3)cc2)csc1C,-1.7
COc1ccc([C@H]2CC(=O)C[C@@H](CCn3ccnn3)O2)cc1,2.6
CCOC(=O)CSc1nc(C2CC2)cc(-c2ccc(Cl)cc2)c1C#N,-0.6
Cc1ccc(S(=O)(=O)N2CCN(C(=O)CN3CCCC3)C2)cc1,1.2
Cc1noc(C)c1-c1ccc(C(=O)NCc2ccco2)c2occc12,2.6
CCOC(=O)C(=O)N(Nc1ccc(C)cc1)c1ccc(C)cc1,3.4
Cc1ncn2cc(-c3ccc(Cl)cc3Cl)[nH]c(=O)c12,1.9
C=C(C)c1cccc(C(C)(C)NC(=O)N2CCOCC2)c1,-0.2
CCOC(=O)c1[nH]c2ccccc2c1NC(=O)CC(C)C,2.0
CC1(C)Cc2c(sc(N)c2C#N)C(C)(C)N1,0.2
Nc1cccc2c(=O)c3ccccc3[nH]c12,-0.7

# More structures:
SMILES,TTR transcr act
CC1=C(C(=O)OCC2CCCO2)C(c2ccsc2)C2=C(CCCC2=O)N1 (stereo not drawn),0.7
Cc1cc(C)c2c(CC(=O)Nc3nccs3)coc2c1,-1.6
CN(C)S(=O)(=O)c1cccc(-c2nn(-c3ccccc3)cc2/C=C2\SC(=S)NC2=O)c1,-3.2
COc1cccc(CN(C)C(=O)c2cccc(S(=O)(=O)N3CCN(c4ccccc4)CC3)c2)c1,-1.5
CCO[C@@H]1OC(C(=O)Nc2ccccc2)=C[C@H](c2csc3ccccc23)[C@H]1CCCO,-3.2
CC(=O)Nc1ccc(NC(=O)C(C)OC(=O)C23CC4CC(CC(Cl)(C4)C2)C3)cc1 (stereo not drawn),2.3
CC(C)(C)S(=O)(=O)N1C[C@H]2C(=CC[C@@H]3C(=O)N(c4ccccc4)C(=O)[C@@H]32)[C@H]1CCO,2.1
O=C(NCC1CCN(S(=O)(=O)c2ccccc2)CC1)Nc1ccc(F)cc1,-0.1
CN1C(=S)SC(/[N+]([O-])=C\c2ccccc2F)C1(C)C (stereo not drawn),1.7
O=C(Nc1ccccc1Oc1cccnc1)C1CCCN(Cc2ccc(F)cc2)C1 (stereo not drawn),-1.5
CC1CC(C)CN(S(=O)(=O)N2CCC(C(=O)NCc3ccco3)CC2)C1 (stereo not drawn),-2.2
COc1ccccc1CNC(=O)C1CCN(C(=O)c2sccc2-n2cccc2)CC1,0.1
CCOc1ccc(OCCC(=O)N(CC)CC(=O)Nc2c(F)cccc2F)cc1,-0.9
O=C(CCCc1ccccc1)Nc1ccc(S(=O)(=O)N2CCOCC2)cc1,-3.9
NS(=O)(=O)c1ccc(NC(=S)NCCc2ccccc2)cc1,2.8
COc1ccc(NC(=O)C2CCCO2)cc1 (stereo not drawn),3.6
COc1ccc(-c2ccc(S(=O)(=O)n3nc(OC(=O)c4cccs4)cc3N)cc2)cc1,-0.4
CN(C)c1ccc(NC(=O)CC(NCc2ccccn2)C(=O)O)cc1 (stereo not drawn),2.1
CSc1nsc(SCC(=O)NC2CCCCC2)n1,-6.4
O=[N+]([O-])c1ccc(-c2cccnc2)cc1,1.9
Cc1occc1-c1nnc(SCC(=O)N(C)CCC#N)n1N,2.7
N/C(CS(=O)(=O)c1ccccn1)=N\OC(=O)c1ccc(Cl)cc1,-1.9
COc1ccc(-c2nc3ccccc3c(=O)n2NC(=O)c2cccnc2Cl)cc1OC,3.1
O=[N+]([O-])c1ccc(NC(=S)NCC(c2cccnc2)N2CCOCC2)cc1 (stereo not drawn),0.9
Cc1cc2ccccn2c1C(=O)Nc1cccc(Cl)c1,1.5
CC(C)(C)NC(=O)C[n+]1ccc(C(N)=O)cc1,-0.9
CCOc1ccc2oc(=O)cc(CN3CCN(C(=O)c4ccco4)CC3)c2c1,1.8
O=c1ccn(-c2ccccc2)[nH]1,5.6
O=S(=O)(c1ccccc1)c1ncc(C(F)(F)F)cc1O,6.7
CCOC(=O)C1CCN(C(=O)COc2ccc(Cl)cc2C)CC1,3.0
COC(=O)[C@]12C[C@H](CC(=O)NCc3ccccc3)C(=O)N(Cc3cccc4ccccc34)C1=C[C@H](C(C)(C)C)O[C@@H]2C,-0.7
CCSc1nc2c(c(-c3ccc(C)o3)c1C#N)CCCC2,-0.8
CCOC(=O)C1=CN(C)CCC1=O,2.0
Cc1cc(C)n(C(=O)CNC(=O)CCc2ccccc2)n1,-0.4
CNc1ccc(-c2cccc(C(C)=O)c2)cn1,0.8
Cc1cc(C(=O)NCCN2C(=O)S/C(=C\c3cccs3)C2=O)ccc1[N+](=O)[O-],-1.3
O=C(Cn1ccc(NC(=O)OCc2ccccc2)nc1=O)NCc1ccc2c(c1)OCO2,0.3
CCOC(=O)c1ccc(NC(=O)CN2C(=O)CSC2=O)cc1,-0.1
Cc1ccc(S(=O)(=O)N2CCN(C(=O)c3ccc(COc4ccccc4)o3)CC2)cc1,-0.7
Cc1c(CC(=O)NCCCCCC(=O)O)c(=O)oc2c(C)c3oc4c(c3cc12)CCCC4,-1.0
C[n+]1cc[nH]c1SCC(=O)c1ccccc1,1.8
Cc1c(C(=O)N(Cc2ccccc2)Cc2cccnc2)cnn1-c1ccc(F)cc1,-0.1
O=C(CCl)NC(Cc1ccccc1)C(=O)OCC(=O)c1ccc(-c2ccccc2)cc1 (stereo not drawn),-0.4
O=C1SC(SC(=Nc2ccccc2)Nc2ccccc2)C(=O)N1c1ccccc1 (stereo not drawn),-0.8
Nc1cc(=O)[nH]c(=O)n1CCc1ccccc1,2.4
Cc1ccc(S(=O)(=O)N2CC[C@@H]2C(=O)O)cc1,0.7
Cc1ccc(C)c(Cn2nc(-c3ccccc3)ccc2=O)c1,-0.2
O=C(Nc1nnc(C2CC2)s1)c1cc(S(=O)(=O)N2CCN(c3ccccc3)CC2)ccc1Cl,-2.1
CC(C)CN(CCCNC(=O)CN1C(=O)COc2ccc(S(=O)(=O)N3CCC(C)CC3)cc21)CC(C)C,-0.4
O=C(NCc1ccc(F)cc1)c1cc(C2CCCN(C(=O)C3CCCCC3)C2)on1 (stereo not drawn),-1.3
COc1ccc(Nc2nnc(-c3ccc(C)cc3)c3ccccc23)cc1C(=O)N1CCCCC1,-3.1
CCCNC(=O)c1noc2c1CCc1ccccc1-2,0.6
CN(C)C(=O)COC(=O)c1ccccc1Nc1ccc(SC(F)F)cc1,1.2
CC(C)Oc1ccc(/C(O)=C2/C(=O)C(=O)N(CCCn3ccnc3)C2c2cccnc2)cc1 (stereo not drawn),-0.7
CN(C(=O)c1cccc(NC(=O)Cc2ccc(NC(=O)C3CCCN(C(=O)C4CCCC4)C3)cc2)c1)C1CCCC1 (stereo not drawn),-3.2
NC(=N\N=Cc1ccco1)/C(N)=N/N=Cc1ccco1,-0.1
O=C(COC(=O)Cn1[nH]c(=O)c2ccccc2c1=O)NNC(=O)c1ccc(Br)cc1,5.6
Cc1cc(C)cc(NC(=O)COc2coc(CN3CCc4ccccc4C3)cc2=O)c1,-1.9
COc1ccc2[nH]c3c(c2c1)CC(C)NC3=O (stereo not drawn),0.4
Cc1ccc(/C=C(\NC(=O)c2ccccc2)C(=O)N2CCCCC2)cc1,3.1
COc1ccccc1CNC(=O)c1ccccc1OCc1ccc(F)cc1,-0.9
Cn1c(=O)c2sccc2n(Cc2ccccc2)c1=O,-2.3

# Two records drawn at random from the list so far, as already listed:
SMILES,TTR transcr act
Cc1ccc2nc(-c3ccsc3)c(NC3CCCC3)n2c1,-0.1
Cc1cc(C)n2c(Nc3c(C)cccc3C)c(-c3ccccn3)nc2n1,1.7
